Bioassay records: PubChem BioAssay, several laboratories
RmlCD inh 1536: M. tuberculosis RmlC/RmlD coupled enzyme inhibitors, primary screen, biochemical, compound mixtures, 384-well, from 1536-well plates. RmlC+RmlD coupled enzyme assay, percent inhibition; primary screen in compound mixtures. 0.03% of 160,000 active. inhibition, % at 3.6 µM. dTDP-4-dehydrorhamnose reductase (Mycobacterium tuberculosis (strain ATCC 25618 / H37Rv)) …; in the data active means inhibition mostly above about 34%, no sharp cut-off; further: some results filed as inactive read as strong as hits
Target sequence (P9WH09 whole entry, looked up): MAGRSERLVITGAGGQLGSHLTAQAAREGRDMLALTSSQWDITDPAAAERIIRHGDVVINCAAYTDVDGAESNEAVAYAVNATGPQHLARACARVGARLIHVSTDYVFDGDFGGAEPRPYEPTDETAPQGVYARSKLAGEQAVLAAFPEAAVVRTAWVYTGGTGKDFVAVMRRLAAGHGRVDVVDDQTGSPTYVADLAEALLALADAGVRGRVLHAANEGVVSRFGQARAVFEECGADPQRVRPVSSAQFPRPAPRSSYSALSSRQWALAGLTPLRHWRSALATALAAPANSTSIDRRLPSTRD
Target sequence (P9WH11 whole entry, looked up): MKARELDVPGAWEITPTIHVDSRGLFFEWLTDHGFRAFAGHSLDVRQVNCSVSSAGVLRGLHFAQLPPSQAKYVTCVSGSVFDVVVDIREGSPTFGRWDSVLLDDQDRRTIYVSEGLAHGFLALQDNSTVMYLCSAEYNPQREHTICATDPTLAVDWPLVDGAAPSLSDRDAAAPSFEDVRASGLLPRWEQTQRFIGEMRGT
GlmU inhibition: inhibition of mycobacterial GlmU enzyme – biochemical, glucosamine-1-phosphate acetyltransferase (AID 1376); one-dose inhibition, %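 (tested at 30 µM in the primary screen)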; IC50 in µM for titrated hits; M. tuberculosis GlmU acetyltransferase enzyme assay; higher % means a stronger effect; 0.25% of 220,000 active; Bifunctional protein GlmU (Mycobacterium tuberculosis (strain ATCC 25618 / H37Rv)); in the data active means inhibition above about 13%;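 further: 0% = complete reaction with vehicle and 100% = reaction without substrate; strong numbers were not always called active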
An asterisk follows results filed as active; & = joins results of further samples.

Results for CCOC(=O)C1C(=O)Oc2ccc3ccccc3c2C1C1CCOC1=O (stereo unspecified) ?
RmlCD inh 1536: 5; GlmU inhibition: -4.7%

How did Cc1nc2ccccc2c(=O)n1CCCO do in these assays?
GlmU inhibition: -1.1%

How did Cc1cc(C)cc(NC(=O)C2CCCN(S(=O)(=O)c3cnc[nH]3)C2)c1 (stereo unspecified) do in these assays?
RmlCD inh 1536: 25; GlmU inhibition: -0.3%

Results for CNc1cc(N2CCN(C)CC2)ccc1[N+](=O)[O-] ?
GlmU inhibition: 0.1%

Results for CCOC(=O)N1CCC(NC(=O)CS(=O)(=O)Cc2nc(-c3ccccc3C)oc2C)CC1 ?
RmlCD inh 1536: 5; GlmU inhibition: 2.8%&-5.6%

How did COc1ccc2nc(NC(=O)C3CCN(S(=O)(=O)c4cccs4)CC3)sc2c1 do in these assays?
RmlCD inh 1536: -9; GlmU inhibition: -2.6%

What do the screens show for `Cc1ccc(S(=O)(=O)Nc2ccc(NC(=O)c3c(F)c(F)c(F)c(F)c3F)cc2)cc1`?
RmlCD inh 1536: 0; GlmU inhibition: -4.5%

What do the screens show for `COC(=O)c1ccccc1NC(=S)NC(=O)C1CCCCC1`?
RmlCD inh 1536: -3; GlmU inhibition: 4.1%

What do the screens show for `COc1ccc(-n2c3c(cc(C(=O)N4CCCCC4)c2=O)C(=O)CC(C)(C)C3)cc1`?
RmlCD inh 1536: -9; GlmU inhibition: 1.0%

How did O=C(Oc1ccccc1C(=S)N1CCCCC1)c1cc([N+](=O)[O-])cc([N+](=O)[O-])c1 do in these assays?
GlmU inhibition: -0.1%

What do the screens show for `CCOC(=O)/C=C/C(=O)OCC(=O)NCc1ccccc1`?
RmlCD inh 1536: -4; GlmU inhibition: -3.9%

How did NS(=O)(=O)c1ccc(NC(=O)CSc2nc3ccccc3[nH]2)cc1 do in these assays?
RmlCD inh 1536: 29; GlmU inhibition: 13%*

Results for Cc1ccc(Cl)c(OC(=O)Cn2cnc3c2c(=O)n(C)c(=O)n3C)c1 ?
RmlCD inh 1536: -1; GlmU inhibition: -1.7%

What do the screens show for `CCOc1cccc(/C=N/NC(=S)Nc2ccccc2[N+](=O)[O-])c1O`?
GlmU inhibition: 3.7%

How did Cc1nn(CC(O)CN2c3ccccc3Sc3ccccc32)c(C)c1Br (stereo unspecified) do in these assays?
GlmU inhibition: 2.2%

How did COc1ccc(N(CC(=O)NC(C)(C)C)C(=O)c2ccco2)cc1 do in these assays?
RmlCD inh 1536: -7; GlmU inhibition: 5.1%

How did c1ccc(-c2csc(N3CCc4ccccc4C3)n2)cc1 do in these assays?
RmlCD inh 1536: 20; GlmU inhibition: 1.7%

Results for O=C(OCC(=O)N1CCCC1)c1ccc(S(=O)(=O)Nc2ccccc2)cc1 ?
RmlCD inh 1536: -5; GlmU inhibition: 2.7%

What do the screens show for `Cc1cc(S(=O)(=O)N(Cc2ccccc2)Cc2ccc(N(C)C)cc2)ccc1-n1cnnn1`?
GlmU inhibition: -4.3%

Results for COc1ccc(N=Cc2c(O)[nH]c3ccccc23)cc1OC ?
RmlCD inh 1536: 41; GlmU inhibition: 2.4%

Results for COc1ccc(C(=O)N2CCc3c([nH]c4ccccc34)C2C(F)(F)F)cc1 (stereo unspecified) ?
RmlCD inh 1536: -6; GlmU inhibition: 3.0%

What do the screens show for `COC(=O)c1sc2nc(C)cc(-c3ccccc3)c2c1N`?
RmlCD inh 1536: 9; GlmU inhibition: -1.2%

Results for COCCN(C(=S)Nc1c(C)cccc1C)C(C)c1ccco1 (stereo unspecified) ?
RmlCD inh 1536: 16; GlmU inhibition: -2.9%

How did c1ccc2c(c1)nnn2-c1ncnc2sccc12 do in these assays?
RmlCD inh 1536: -13; GlmU inhibition: 32%

How did CS(=O)(=O)N(CC(=O)N1CCCC1)Cc1ccccc1 do in these assays?
RmlCD inh 1536: -1; GlmU inhibition: -3.8%

Results for Cc1cc(/C=C(\C#N)C(=O)OCC(=O)Nc2ccc(OC(F)F)cc2)c(C)n1CC(C)C ?
RmlCD inh 1536: 6; GlmU inhibition: 0.6%

Results for OCCN(Cc1ccccc1)Cc1ccc(Cl)cc1 ?
GlmU inhibition: -3.6%

How did Cc1cc([N+](=O)[O-])nn1CC(=O)N1CCN(Cc2ccccc2)CC1 do in these assays?
GlmU inhibition: -2.0%

How did O=C(NNC(=O)C1CCCCC1)c1ccco1 do in these assays?
RmlCD inh 1536: -8; GlmU inhibition: 1.9%

Results for O=C1CC(N(Cc2ccco2)C(=O)Nc2ccc(F)cc2)C(=O)N1c1ccc(F)cc1 (stereo unspecified) ?
RmlCD inh 1536: 9; GlmU inhibition: 1.8%

What do the screens show for `CCn1cc(C(=O)N2CCN(c3ccc(OC)cc3)CC2)c2cc(OC)c(OC)cc2c1=O`?
GlmU inhibition: 0.1%

How did O=C(COc1ccccc1F)Nc1nnc(-c2ccncc2)s1 do in these assays?
RmlCD inh 1536: -3; GlmU inhibition: -1.2%

What do the screens show for `CC(/C=N/n1c(-c2ccc(C)cc2)n[nH]c1=S)=C\c1ccco1`?
RmlCD inh 1536: -12; GlmU inhibition: 2.1%

Results for CCOC(=O)c1[nH]ncc1CN1CCCC(C(=O)c2cccc(Cl)c2)C1 (stereo unspecified) ?
RmlCD inh 1536: 5; GlmU inhibition: -2.6%

How did Cc1c(NC(=O)Cn2ccc([N+](=O)[O-])n2)c(=O)n(-c2ccccc2)n1C do in these assays?
GlmU inhibition: -2.0%

What do the screens show for `Cc1ccc(CC2SC(=Nc3ccccc3)N(c3ccccc3)C2=O)cc1` (stereo unspecified)?
RmlCD inh 1536: 3; GlmU inhibition: 1.7%

What do the screens show for `COC(=O)C1=C(N)Oc2cc(C)n(Cc3cccnc3)c(=O)c2C1c1ccccc1OC` (stereo unspecified)?
RmlCD inh 1536: -5; GlmU inhibition: -0.6%

What do the screens show for `COc1cccc(-c2nc(N3CCN(C)CC3)c3ccccc3n2)c1O`?
RmlCD inh 1536: -10; GlmU inhibition: -4.0%

Results for COc1cc(/C=N/NC(=O)c2[nH]nc3c2CCc2ccccc2-3)ccc1O ?
RmlCD inh 1536: -9; GlmU inhibition: -4.3%

How did Nn1c(COc2ccccc2)nc2ccccc2c1=O do in these assays?
RmlCD inh 1536: -5; GlmU inhibition: -0.4%

Results for CCN(CC(=O)NCc1ccc(F)cc1)Cc1cc(=O)n2ccsc2n1 ?
RmlCD inh 1536: -5; GlmU inhibition: -2.4%

What do the screens show for `COc1ccc(NC(=S)Nc2cc(-c3ccccc3)[nH]n2)cc1Cl`?
RmlCD inh 1536: -9; GlmU inhibition: 2.9%

How did CCNC(=O)CC1C(=O)N(c2ccc(C)cc2)C(=O)N1Cc1ccccn1 (stereo unspecified) do in these assays?
RmlCD inh 1536: 8; GlmU inhibition: 0.3%

What do the screens show for `COc1ccc(CCn2c(O)c(/C=N/NC(=O)c3ccncc3)c(=O)[nH]c2=O)cc1OC`?
RmlCD inh 1536: -5; GlmU inhibition: 7.3%

Results for CCOC(=O)N/N=C\C=C\c1ccco1 ?
RmlCD inh 1536: 0; GlmU inhibition: 0.9%

Some of these compounds in order of number of heavy atoms, high to low.
What do the screens show for `CCn1cc(C(=O)N2CCN(c3ccc(OC)cc3)CC2)c2cc(OC)c(OC)cc2c1=O`?
GlmU inhibition: 0.1%

What do the screens show for `COC(=O)C1=C(N)Oc2cc(C)n(Cc3cccnc3)c(=O)c2C1c1ccccc1OC` (stereo unspecified)?
RmlCD inh 1536: -5; GlmU inhibition: -0.6%

What do the screens show for `Cc1ccc(CC2SC(=Nc3ccccc3)N(c3ccccc3)C2=O)cc1` (stereo unspecified)?
RmlCD inh 1536: 3; GlmU inhibition: 1.7%

How did Cc1c(NC(=O)Cn2ccc([N+](=O)[O-])n2)c(=O)n(-c2ccccc2)n1C do in these assays?
GlmU inhibition: -2.0%

What do the screens show for `COc1ccc(NC(=S)Nc2cc(-c3ccccc3)[nH]n2)cc1Cl`?
RmlCD inh 1536: -9; GlmU inhibition: 2.9%

What do the screens show for `CC(/C=N/n1c(-c2ccc(C)cc2)n[nH]c1=S)=C\c1ccco1`?
RmlCD inh 1536: -12; GlmU inhibition: 2.1%

How did Nn1c(COc2ccccc2)nc2ccccc2c1=O do in these assays?
RmlCD inh 1536: -5; GlmU inhibition: -0.4%

Results for CCOC(=O)N/N=C\C=C\c1ccco1 ?
RmlCD inh 1536: 0; GlmU inhibition: 0.9%

Returning to the listing, starting two compounds before the break.
What do the screens show for `COc1ccc(CCn2c(O)c(/C=N/NC(=O)c3ccncc3)c(=O)[nH]c2=O)cc1OC`?
RmlCD inh 1536: -5; GlmU inhibition: 7.3%

Results for CCOC(=O)N/N=C\C=C\c1ccco1 ?
RmlCD inh 1536: 0; GlmU inhibition: 0.9%

How did Cc1ccc(-c2cnc3c(Cl)c(C)nn3c2)cc1 do in these assays?
RmlCD inh 1536: 4; GlmU inhibition: 0.9%

Results for O=C(CSc1cccc[n+]1[O-])Nc1cc([N+](=O)[O-])ccc1Cl ?
RmlCD inh 1536: 9; GlmU inhibition: 0.4%

How did CCCn1nnc(NC(=O)Cc2ccc(Cl)cc2)n1 do in these assays?
GlmU inhibition: -5.9%

Results for COc1ccccc1/C=C/C=N/NC(=O)c1ccc2nc[nH]c2c1 ?
RmlCD inh 1536: -7; GlmU inhibition: -1.1%

What do the screens show for `CC(OC(=O)c1cccc(S(=O)(=O)Nc2ccccc2F)c1)C(=O)NCc1ccc2c(c1)OCO2` (stereo unspecified)?
RmlCD inh 1536: 7; GlmU inhibition: -3.2%

What do the screens show for `CCc1c(C)nc(SCC(N)=O)c(C#N)c1C`?
GlmU inhibition: -6.7%

What do the screens show for `O=C(CSc1nnc2ccccn12)c1ccc(OC(F)F)cc1OC(F)F`?
GlmU inhibition: 1.6%

Results for CS(=O)(=O)N(CC(=O)Nc1ccc(S(=O)(=O)N2CCCC2)cc1)c1ccccc1F ?
RmlCD inh 1536: 2; GlmU inhibition: -0.5%

What do the screens show for `CO/N=C/CC(=O)c1ccc(-c2ccccc2)cc1`?
RmlCD inh 1536: 11; GlmU inhibition: -2.8%

How did Cc1[nH]c2ccccc2c1CCCO do in these assays?
RmlCD inh 1536: -13; GlmU inhibition: 3.9%

How did Cc1nc2nc(SCC(=O)N3CCOCC3)nn2c(C)c1Cc1ccccc1 do in these assays?
RmlCD inh 1536: -10; GlmU inhibition: 4.8%

Results for O=C(CSc1nc2ccccc2c(=O)n1CC1CCCO1)N1CCN(c2ccccc2)CC1 (stereo unspecified) ?
GlmU inhibition: 4.8%

How did CCCCCCCNC(=O)C1CC(=O)N(C)C(=Nc2ccc(OC)cc2)S1 (stereo unspecified) do in these assays?
RmlCD inh 1536: 7; GlmU inhibition: -4.8%

Results for CCCCN(C)CCNC(=O)c1ccc2c(c1)NC(=O)C(N1CCCCC1)S2 (stereo unspecified) ?
RmlCD inh 1536: 1; GlmU inhibition: 0.1%

Results for COc1ccc(CCNC(=O)CN2C(=O)C3(OCCCO3)c3ccccc32)cc1OC ?
RmlCD inh 1536: -4; GlmU inhibition: 5.1%

What do the screens show for `COc1cc2c(cc1OC)CN(Cc1cc(OC)c(O)c(OC)c1)CC2`?
RmlCD inh 1536: -10; GlmU inhibition: 0.1%

How did Cc1ccc(CNC(=O)c2cc3c(C)nc4ccccc4c3o2)cc1 do in these assays?
RmlCD inh 1536: 15; GlmU inhibition: -6.2%

How did CNS(=O)(=O)c1cc(N)ccc1C do in these assays?
RmlCD inh 1536: -12; GlmU inhibition: 4.5%

What do the screens show for `O=C(NCCC1=CCCCC1)C(=O)NCc1ccccc1Cl`?
GlmU inhibition: -2.7%

How did CC(C)(C)C(=O)NC1=NN(c2c(Cl)cc(Cl)cc2Cl)C(=O)C1 do in these assays?
RmlCD inh 1536: 5; GlmU inhibition: -4.6%

How did Clc1cccc(N/N=C(\Cc2nc3ccccc3[nH]2)c2ccccc2)c1 do in these assays?
RmlCD inh 1536: -4; GlmU inhibition: 0.5%

How did O=C(COc1ccc2ccccc2c1)NCC(=O)N/N=C/c1ccco1 do in these assays?
RmlCD inh 1536: -3; GlmU inhibition: -2.4%

What do the screens show for `O=C(NCCNS(=O)(=O)c1cccc(C(F)(F)F)c1)c1cc(OCC(F)(F)F)ccc1OCC(F)(F)F`?
GlmU inhibition: -3.2%

Results for CC(C)(C)C(=O)Nc1ccccc1C(=O)Nc1ccccn1 ?
GlmU inhibition: 1.9%

How did COc1cccc(C(=O)N(Cc2nc(-c3cccc(C)c3)no2)C(C)C)c1OC do in these assays?
RmlCD inh 1536: 7; GlmU inhibition: 2.3%

Results for COC(=O)c1ccc(Cn2nnc3ccccc32)cc1 ?
RmlCD inh 1536: 0; GlmU inhibition: 4.2%

How did O=C(Cn1c(NCCO)nc2ccccc21)c1ccc(Cl)cc1 do in these assays?
GlmU inhibition: -1.1%

What do the screens show for `Cc1nc(NC(=O)c2csc3ccccc23)sc1C`?
RmlCD inh 1536: 8; GlmU inhibition: 2.9%

What do the screens show for `COc1ccc(-c2nnc(SCc3csc(N)n3)n2C)cc1`?
RmlCD inh 1536: 7; GlmU inhibition: 1.8%

How did Cc1nc2c(c(=O)[nH]1)C(c1ccccc1Cl)c1c(c3ccccc3oc1=O)O2 (stereo unspecified) do in these assays?
RmlCD inh 1536: -6; GlmU inhibition: 2.1%

How did COc1ccc(NC(=O)CCN2CCN(S(=O)(=O)c3ccc(C(C)C)cc3)CC2)cc1 do in these assays?
GlmU inhibition: 0.3%

What do the screens show for `CCCc1[nH]nc2c1C(c1ccsc1)C(C#N)=C(N)O2` (stereo unspecified)?
RmlCD inh 1536: -8; GlmU inhibition: 0.5%

How did Cc1ccc(S(=O)(=O)N2CC(O)CC2C(=O)OCC(=O)c2ccccc2Cl)cc1C (stereo unspecified) do in these assays?
RmlCD inh 1536: 6; GlmU inhibition: 0.8%

A portion of the library; the hit share may differ from the screen's.
